# Screening data from PubChem.
# DDE Tn6 FP inh: DD(E)-Tn6 binding inhibition, primary FP screen; P02675; Fibrin DD(E) TRITC-Tn6 fluorescence polarization displacement; inhibition, % at 8.3 µM; hit rate 0.21% among 370,000;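 active = inhibition above a per-campaign cutoff: mean of compounds within control limits plus 3 SD, cut at about 15% in these data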;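 note: 0% = median of all compound wells on the plate and 100% = blocking peptide control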
# Target sequence (P02675 whole entry, looked up): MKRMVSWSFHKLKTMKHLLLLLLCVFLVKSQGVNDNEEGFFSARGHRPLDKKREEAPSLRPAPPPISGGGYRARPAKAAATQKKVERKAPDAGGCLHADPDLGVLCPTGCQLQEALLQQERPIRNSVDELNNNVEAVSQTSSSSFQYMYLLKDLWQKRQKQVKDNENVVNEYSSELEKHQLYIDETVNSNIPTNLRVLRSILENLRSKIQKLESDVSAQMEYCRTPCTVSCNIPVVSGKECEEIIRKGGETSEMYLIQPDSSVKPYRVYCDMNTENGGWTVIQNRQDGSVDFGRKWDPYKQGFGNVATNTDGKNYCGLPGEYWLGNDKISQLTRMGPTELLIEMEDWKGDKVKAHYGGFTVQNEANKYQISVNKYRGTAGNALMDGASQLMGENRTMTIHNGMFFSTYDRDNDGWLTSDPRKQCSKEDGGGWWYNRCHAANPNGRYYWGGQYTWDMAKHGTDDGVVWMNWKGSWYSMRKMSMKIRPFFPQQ
# ASAP1 inh: ASAP1 ArfGAP inhibition; hit rate 0.19% among 360,000; AID 624377; ASAP1-stimulated ARF1 GTP hydrolysis, GDP FP detection; inhibition, % at 16.5 µM; Q9ULH1; in the data active = inhibition above about 25%;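 note: 0% = vehicle with enzyme and substrate and 100% = no enzyme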
# Target sequence (Q9ULH1 325-724 limits assumed): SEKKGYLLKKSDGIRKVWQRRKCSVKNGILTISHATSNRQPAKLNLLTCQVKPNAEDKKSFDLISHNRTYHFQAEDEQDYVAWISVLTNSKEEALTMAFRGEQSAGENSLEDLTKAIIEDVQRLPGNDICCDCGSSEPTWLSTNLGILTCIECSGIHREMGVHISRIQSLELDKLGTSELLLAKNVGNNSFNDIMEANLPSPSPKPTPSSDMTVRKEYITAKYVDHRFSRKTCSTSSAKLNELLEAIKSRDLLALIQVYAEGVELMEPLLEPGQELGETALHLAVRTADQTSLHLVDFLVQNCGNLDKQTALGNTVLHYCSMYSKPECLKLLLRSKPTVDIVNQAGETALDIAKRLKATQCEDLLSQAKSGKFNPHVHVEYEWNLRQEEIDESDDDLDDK
# proKLK7 act: activators of human kallikrein-7 zymogen; P49862; purified proKLK7, EDANS-DABCYL substrate fluorescence; 100% is mature enzyme control, 0% vehicle; activation, % at 7 µM; hit rate 0.9% among 370,000; AID 652039;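 active = activation above the mean of all tested compounds plus 3 SD, computed per campaign excluding outliers beyond control limits, cut at about 13% in these data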
# ARFGAP1 inhibitor: inhibitors of rat ARFGAP1 | inhibition, % at 16.5 µM | Arfgap1-stimulated ARF1 GTP hydrolysis, GDP FP detection | Q62848 | hit rate 0.26% among 360,000;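 active = inhibition above a per-plate limit, mean inhibition of low control wells plus 3 SD, cut at about 25% in these data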;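 note: 0% = DMSO wells with enzyme and 100% = wells lacking Arfgap1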
# Target sequence (Q62848 1-136 limits assumed): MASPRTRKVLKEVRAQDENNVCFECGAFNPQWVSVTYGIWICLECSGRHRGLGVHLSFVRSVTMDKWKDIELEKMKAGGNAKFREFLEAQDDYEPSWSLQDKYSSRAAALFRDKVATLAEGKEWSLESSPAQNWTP
#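 System: truncated rat Arfgap1 GAP domain / Benchmarks: high control wells lacking Arfgap1, low control full reaction with DMSO / Times: compound-enzyme preincubation 20 min, reaction 120 min, detection 60 min, 25 °C / Repeats: one replicate per compound / Also added: human ARF1(Δ1-17)-GTP substrate / Measured by: Tracer-displacement fluorescence polarization with EDTA stop, 620/688 nm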
# DDE Tn7 FP inh: DD(E)-Tn7 binding inhibition, primary FP screen; P02675; FP displacement of FITC-Tn7 peptide from fibrin DD(E); 0% = median of compound wells per plate; inhibition, % at 8.3 µM; hit rate 0.13% among 370,000;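 active = inhibition above the mean of compounds falling within the control limits plus 3 SD of them, cut at about 14% in these data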;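 note: 0% = plate median of compound wells and 100% = 10 µM Aha-Tn7 peptide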
#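 Assay system: human fibrin DD(E) protein / Input: 2 µM fibrin DD(E) / Benchmarks: high control of 10 µM Aha-Tn7 peptide / Measured by: fluorescence polarization of the labelled Tn7 tracer / Medium: Tris buffer with calcium and detergent, pH 7.8 / Timing: 10 min compound pre-incubation, 3 h probe incubation at room temperature / Repeats: one replicate per compound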
# UHRF1 binding: blocks human UHRF1 binding to methylated DNA. Q96T88. UHRF1 binding to methylated oligo, TR-FRET. inhibition, % at 4.4 µM. hit rate 0.75% among 370,000. AID 687016; in the data active = inhibition above about 21%;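 note: UHRF1 SRA domain binding a hemimethylated CpG hairpin DNA probe; 0% = median of test compound wells and 100% = reference inhibitor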
# ADAM17 inh: inhibitors of human ADAM17 | inhibition, % at 6.95 µM | hit rate 0.83% among 370,000 | P78536 | recombinant ADAM17, EDANS/DABCYL FRET peptide cleavage | AID 720648;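 active = inhibition above the mean of compounds lying between control limits plus 3 SD, set per campaign, cut at about 8.5% in these data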;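 note: 0% = DMSO-only wells as the low control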
# PLCg1 inh: PLC-gamma1 (human) inhibition, primary screen | purified PLC-gamma1, fluorogenic substrate, fluorescence | inhibition, % at 12.2 µM | hit rate 0.84% among 370,000; in the data active = inhibition above about 9.5%
# PLC-beta3 inh: inhibitors of human phospholipase C beta3; Q01970; Purified PLC-beta3, fluorogenic substrate, fluorescence; inhibition, % at 12.2 µM; hit rate 0.18% among 370,000; in the data active = inhibition above about 11%;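 note: 0% = median of compound wells on plate and 100% = full blocker control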
# MBD2 DNA inh: MBD2-methylated oligo binding inhibition; TR-FRET, MBD2 binding to methylated oligonucleotide; inhibition, % at 4.4 µM; hit rate 0.31% among 370,000; Q9UBB5; in the data active = inhibition above about 13%
# * marks the source's active call; other numbers are inactive results; i = inactive; nt = no result given.
proKLK7 act,DDE Tn7 FP inh,ADAM17 inh,SMILES,DDE Tn6 FP inh,UHRF1 binding,PLC-beta3 inh,ARFGAP1 inhibitor,PLCg1 inh,ASAP1 inh,MBD2 DNA inh
0.3,5,-3,Cc1cc(C)cc(-c2nnc(SCc3ccc(C(=O)O)cc3)o2)c1,-1,1,-2,-10,1,-4,2
1.1,8,-1,COc1ccc(CC(=O)Nc2nc(C(C)(C)C)cs2)cc1,9,0,-11,-14,-2,1,8
-0.5,-7,-8,COc1ccc(N2CCN(C(CNC(=O)C(=O)NCc3cccs3)c3ccco3)CC2)cc1 (configuration not stated),0,1,-4,-14,2,-6,-4
0.1,-1,-3,[N-]=[N+]=CC(=O)C(O)(c1ccccc1)C(Cl)c1ccccc1 (configuration not stated),3,0,-35,9,0,-1,3
0.3,-5,-2,O=C(N/C(=C/c1cccs1)C(=O)N1CCOCC1)c1ccccc1,-5,-1,1,-3,1,0,-4
-0.9,8,3,COc1cc(Br)cc(/C=N/N(CCO)C2=NS(=O)(=O)c3ccccc32)c1OC,5,-3,-62,11,-43,-2,-7
0.5,3,-1,COc1cccc(NC(=O)CSc2nc3ccccc3c(=O)n2C)c1,2,0,-7,2,-3,-7,0
-0.3,3,-6,COCCNc1nc(Nc2ccc(Cl)cc2F)c2sccc2n1,0,0,-14,15,-7,1,1
0.2,-3,-5,Cc1ccccc1C(=O)N1CCC(C(=O)Nc2ccccc2N2CCCC2)CC1,-6,4,-17,6,-13,5,8
-188,4,-61,CCCn1nc(NC(=O)c2ccco2)c2cc3ccc(C)cc3nc21,-1,-1,i,-4,-457,7,-1
-0.3,-3,-4,CC(=O)N1CCc2cc(S(=O)(=O)NCCC(=O)NCCc3ccccc3)ccc21,8,3,-2,12,0,7,1
0.4,5,-6,CN(C)/N=C/c1ccc(N2CCOCC2)cc1,3,-2,-24,-1,-11,-8,0
0.3,2,-3,COc1ccc2c(CC(=O)Nc3nccs3)coc2c1,0,0,-7,2,-2,3,-1
-0.3,-3,-2,CN(CCc1ccccc1)C(=O)Cn1nc(-c2ccccc2)ccc1=O,4,2,-1,nt,1,nt,0
0.0,0,0,O=C(N/N=C/c1cccs1)C1COc2ccccc2O1 (configuration not stated),-3,0,1,1,5,-3,-4
-0.3,1,0,Fc1ccc2c(-c3cccc(C(F)(F)F)c3)c(-c3ccccc3)ncc2c1,1,-2,-5,2,-2,-8,-1
0.0,8,-2,COC(=O)c1cc(OC)c(OC)cc1NC(=O)Cc1ccccc1[N+](=O)[O-],5,5,-4,-1,3,1,4
0.0,-1,-1,O=C(NC1CC2CCC(C1)N2Cc1ccccc1)c1ccccc1Cl (configuration not stated),-4,0,-6,1,3,-4,7
-0.7,0,2,Cc1ccc(Nc2nc(COC(=O)COc3ccc(C=O)cc3)cs2)cc1,-1,2,0,9,2,12,2
-0.5,-1,0,CC1(C)Cc2nc3sc4c(=O)n(Cc5ccccc5)cnc4c3cc2CS1,-8,3,-8,-10,-2,5,7
-0.1,-2,3,COCCCNC(=O)c1ccc(C2SCC(=O)N2Cc2ccco2)cc1 (configuration not stated),-12,-1,1,-2,1,9,-6
0.5,-1,-9,O=C(CN1C(=O)CCC1=O)Nc1ccc2c3c(cccc13)CC2,-5,4,-13,11,-5,-3,7
-0.7,1,-8,Cc1nc2ccc([N+](=O)[O-])cc2c(=O)n1Cc1ccc([N+](=O)[O-])cc1,-8,4,-3,-8,1,4,3
-0.7,1,0,O=C(NCc1ccco1)c1ccc2c(c1)CCO2,8,-1,-2,8,-1,-12,-7
0.4,5,-1,Cc1cc(C)n2nc(C(=O)OCC(=O)N(C)C3CCS(=O)(=O)C3)nc2n1 (configuration not stated),2,-2,-6,-5,-4,3,-4
-0.2,0,4,O=C(Nc1nc2ccccc2s1)C1CC(=O)N(c2ccccc2)C1 (configuration not stated),4,1,4,-12,7,1,-2
-0.2,3,-4,CCOc1ccc(-n2nc3c(=S)[nH]nc(C)c3c2C)cc1,-4,3,-6,6,-4,-4,-4
0.1,2,-6,O=C(/C=C/c1ccco1)NCc1ccccn1,6,-3,-7,-2,-6,-1,-7
-0.3,8,-3,COc1ccccc1C(=O)Nc1ncc2c(n1)CC(c1ccco1)CC2=O (configuration not stated),-2,-2,-8,10,-4,4,-3
-0.5,3,-4,O=C(CO)C(O)C(O)C(O)CO (configuration not stated),12,1,1,-3,1,0,-2

# Later entries:
proKLK7 act,DDE Tn7 FP inh,ADAM17 inh,SMILES,DDE Tn6 FP inh,UHRF1 binding,PLC-beta3 inh,ARFGAP1 inhibitor,PLCg1 inh,ASAP1 inh,MBD2 DNA inh
-0.4,-3,-2,Cc1c(C#N)c2ccccc2n1C,2,0,-5,2,-1,15,5
0.5,-1,-6,COc1cc(C(=O)Nc2c(C)cc(C)cc2C)c(-n2cnnn2)cc1OC,-1,0,2,-8,-1,0,6
0.3,-8,-1,Cc1ccc(C(=O)NCC(c2ccco2)N2CCOCC2)cc1 (configuration not stated),14,-1,-6,-2,1,6,2
0.4,-4,0,COCCN1CCN(C(=O)c2ccc3c(c2)S(=O)(=O)c2ccccc2C3=O)CC1,4,0,2,11,2,5,0
-0.1,2,-7,CCOc1ccc(CCNC(=O)C(C)n2nc(C)n3c(cc4occc43)c2=O)cc1OCC (configuration not stated),6,2,2,-6,-4,-1,1
0.3,6,0,C=CCn1c(SCc2ccc(C#N)cc2)nnc1-c1ccc(C)cc1,-3,3,-4,1,5,5,-3
-0.4,1,4,CN(CCCC1CCCC1)C(=O)c1cc(COc2ccc(F)c(F)c2)on1,-2,1,-8,-7,4,7,3
-23,-3,-4,COc1ccc2nc(SCC(=O)Nc3ccc(S(=O)(=O)N4CCCC4)cc3)c(C#N)cc2c1,10,-3,-449,0,-258,3,-5
0.0,-6,0,O=C(NCCC1=CCCCC1)C1CCN(S(=O)(=O)c2ccccc2[N+](=O)[O-])CC1,1,1,2,nt,3,nt,-1
-0.1,-1,2,COc1ccc(Cc2nnnn2CC(=O)O)cc1,-8,0,0,2,2,3,-3
0.8,-7,-23,CCCc1cc(=O)oc2cc(OCC(=O)NC3CCN(Cc4ccccc4)CC3)ccc12,-7,-5,-11,14,-2,0,-1
0.2,-2,-3,CCCCCn1c(SCC(=O)OC)nc2c1c(=O)[nH]c(=O)n2C,-1,1,1,-5,2,-4,-1
0.3,1,1,CCn1c(C(=O)N2CCC(C(=O)NCc3ccc4c(c3)OCO4)CC2)cc2sccc21,-4,0,1,-1,1,4,0
0.9,-5,-2,CN[C@H]1C[C@H]2c3cc(-c4ccccc4C)ccc3CCN2C[C@H]1[C@H](C)O,-7,-1,-31,nt,-22,nt,-8
0.5,10,-6,COc1cc(OC)cc(C(=O)N/N=C2/SCC(=O)N2Cc2ccco2)c1,7,4,-6,5,-1,10,7
-0.5,10,-1,CCn1c(NCc2ccc(OC)cc2)nc2ccccc21,2,1,-4,-4,-1,1,0
1.0,4,-4,Nc1c(C(=O)c2ccc(F)cc2)oc2ccccc12,-5,4,-32,14,-22,6,4
5.2,1,-26,Cn1c(/C=N/O)nc2ccccc21,3,0,-39,-4,-24,-14,-3
-0.1,-6,-1,COc1ccc(Oc2ccc3c(C(F)(F)F)cc(C(F)(F)F)nc3n2)cc1,3,-1,1,-13,1,1,0
0.3,-9,-5,COc1ccc(C)cc1NC(=S)Nc1ccccc1SC,-9,2,-5,-6,3,7,-1
-0.3,-3,-4,Cc1oc(-c2ccc(F)cc2)cc1-c1nn2c(-c3ccoc3C)nnc2s1,0,40*,-15,14,-10,11,14*
-0.8,3,0,COc1cccc(C2CC(OCCF)=CC(=O)O2)c1 (configuration not stated),0,-1,-2,-1,1,-1,-5
-3.4,-3,-13,CC(Sc1nnc(-c2ccccc2)c(-c2ccccc2)n1)C(=O)Nc1ncc(Cl)cc1Cl (configuration not stated),-5,-1,-9,-3,-12,6,0
0.6,-7,-3,CCOC(=O)[C@]12CCC=C1N(Cc1ccc(Cl)cc1Cl)C(=O)[C@H](CC(=O)N1CCOCC1)C2,1,-1,4,14,-2,-8,-5
-0.5,-7,-4,O=C(Nc1c(-c2ccc3c(c2)OCO3)[nH][nH]c1=O)c1cnccn1,3,-8,3,7,4,-4,-6
0.7,-6,4,O=S(=O)(/N=C(/Nc1cccc2ccccc12)c1ccc(F)cc1)c1ccccc1,0,-2,-2,6,5,1,-3
0.5,2,-4,O=C(c1cccnc1)N1CCC(c2nc3ccccc3[nH]2)CC1,-3,0,2,-1,0,-3,3
0.8,-4,-1,Cc1ccc(C(=O)N2CCC3(CC2)Oc2ccc(Cl)cc2C(=O)C32CC(c3cccnc3)=NO2)s1 (configuration not stated),-13,1,4,0,0,5,4
-0.2,8,-1,O=C1OC(c2ccc(O)cc2)(c2ccc(O)cc2)c2ccccc21,-5,1,-1,19,-3,1,-4
0.1,4,-1,CCc1cc2cccc(C)c2nc1SCC(=O)N1CCN(C(=O)c2ccco2)CC1,-3,3,2,2,0,5,-2

# Full records as entered above. Screens in order: proKLK7 act	DDE Tn7 FP inh	ADAM17 inh	DDE Tn6 FP inh	UHRF1 binding	PLC-beta3 inh	ARFGAP1 inhibitor	PLCg1 inh	ASAP1 inh	MBD2 DNA inh
# O=C(CO)C(O)C(O)C(O)CO (configuration not stated) as listed: -0.5	3	-4	12	1	1	-3	1	0	-2
# CN(CCCC1CCCC1)C(=O)c1cc(COc2ccc(F)c(F)c2)on1 as listed: -0.4	1	4	-2	1	-8	-7	4	7	3

# Remaining list, next part
proKLK7 act,DDE Tn7 FP inh,ADAM17 inh,SMILES,DDE Tn6 FP inh,UHRF1 binding,PLC-beta3 inh,ARFGAP1 inhibitor,PLCg1 inh,ASAP1 inh,MBD2 DNA inh
0.2,-5,-7,C/C(NCCN1CCOCC1)=C(\C#N)C(N)=O,-5,-1,-1,0,-2,5,5
0.5,5,-6,CCCCn1c(N)c(N(Cc2ccccc2OC)C(=O)C(C)Oc2ccc(Br)cc2)c(=O)[nH]c1=O (configuration not stated),-3,-2,0,-15,-3,8,0
0.4,-5,-1,C=CC[C@@H](CC(=O)NCCO)C(=O)N[C@@H](C)COC(=O)[C@H](CC=C)CC(=O)OC(C)(C)C,2,0,5,11,1,-1,-4
-0.3,0,2,CCc1ccc(CNC(=O)C2CC(=O)N(C3CCCC3)C2)cc1 (configuration not stated),-7,-1,-3,-6,-1,1,1
-0.2,2,1,O=C(c1ccc(Cl)cc1)C(CN1CCCC1)c1ccccc1 (configuration not stated),-12,2,-25,5,-1,2,-2
0.1,3,-6,Cc1ccc(OC(=O)c2ccc([N+](=O)[O-])cc2Cl)cn1,7,2,0,3,0,1,4
0.4,4,-56,CC(=O)c1sc2nc(SCC(=O)NCCc3ccccc3)[nH]c(=O)c2c1C,-2,2,-38,3,-16,1,0
0.1,2,-2,O=C(O)CCN1CCc2ccccc2C1c1cccs1 (configuration not stated),3,3,-4,6,7,5,1
